# phage Ecoli inh = E. coli growth loss with phage present | AID 651602 | actives 0.26% (n = 360,000) | growth absorbance | inhibition, % at 11.9 µM; in the data active = inhibition above about 11%
# MOR-DOR ag = agonists of human mu-delta opioid receptor heterodimerization; P35372+P41143; cells, OPRM1-OPRD1 heterodimerization, luminescence; activation, % at 9.3 µM; actives 0.3% (n = 340,000); in the data active = activation above about 18%;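 note: 0% = vehicle-treated cells and 100% = reference agonist; values of inactives mirror those of a sister screen read the other way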
# Arrestin-AP2 inh = human beta-arrestin and AP2 interaction inhibition. FITC-arrestin peptide / GST-AP2 beads, flow cytometry; AP2 beta2 appendage carries R879A mutation. inhibition, % at 10 µM. actives 0.31% (n = 340,000). AID 504490;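 active = inhibition above a set limit, near 3 SD of compounds lacking own fluorescence, cut at about 54% in these data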;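 note: plate controls were DMSO wells for no effect and 5 µM unlabelled arrestin peptide for full effect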
#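 system = GST-tagged AP2 beta2-adaptin appendage (R879A) on 4 µm glutathione beads | reagent = FITC-labelled arrestin peptide probe, 50 nM final | schedule = compound with beads 12 min RT, then probe 1 h RT | signal = HyperCyt-sampled flow cytometry, FL1 channel, ex 488/em 535 nm | read-out = percent response from loss of bead-bound FITC fluorescence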
# Tat export inh = E. coli Tat transport inhibition. actives 0.036% (n = 340,000). E. coli MC4100 TorA-mCherry Tat export, fluorescence. inhibition, % at 10 µM;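 active = mean replicate inhibition at least 50% and at least half of replicates individually reaching 50%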;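 note: exported cargo escapes ClpAP degradation while cytoplasmic cargo is degraded and loses fluorescence; 0% = median of neutral control wells and 100% = median of NaSCN control wells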
# AddAB inh = less growth of phage-infected E. coli with AddAB. actives 0.29% (n = 330,000). E. coli expressing H. pylori AddAB, absorbance growth. inhibition, % at 11.9 µM; in the data active = inhibition above about 12%;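 note: 0% = vehicle wells of infected cells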
# MOR-DOR inv ag = inverse agonists of human mu-delta opioid receptor heterodimerization; actives 0.21% (n = 340,000); cell-based MOR-DOR heterodimer luminescence, inverse agonism; inhibition, % at 9.3 µM; AID 504357; in the data active = inhibition above about 22%, passing the limit was not always enough;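 note: 0% = cells with DMSO and 100% = wells without cells with DMSO; values of inactives mirror those of a sister screen read the other way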
# Pemphigus Ab inh = blocks pemphigus antibody binding to human desmoglein-3 | actives 0.48% (n = 310,000) | binding (percent of control), % at 10 µM | P32926 | DSG3-coupled beads, scFv-anti-DSG3-GFP binding, flow cytometry; active compounds read low;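 active = binding more than 3 SD below its plate's average and above zero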;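 note: hits lower antibody fragment binding to DSG3; some compounds called inactive have numbers as strong as hits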
# Target sequence (P32926 whole entry, looked up, the tested form may be a part): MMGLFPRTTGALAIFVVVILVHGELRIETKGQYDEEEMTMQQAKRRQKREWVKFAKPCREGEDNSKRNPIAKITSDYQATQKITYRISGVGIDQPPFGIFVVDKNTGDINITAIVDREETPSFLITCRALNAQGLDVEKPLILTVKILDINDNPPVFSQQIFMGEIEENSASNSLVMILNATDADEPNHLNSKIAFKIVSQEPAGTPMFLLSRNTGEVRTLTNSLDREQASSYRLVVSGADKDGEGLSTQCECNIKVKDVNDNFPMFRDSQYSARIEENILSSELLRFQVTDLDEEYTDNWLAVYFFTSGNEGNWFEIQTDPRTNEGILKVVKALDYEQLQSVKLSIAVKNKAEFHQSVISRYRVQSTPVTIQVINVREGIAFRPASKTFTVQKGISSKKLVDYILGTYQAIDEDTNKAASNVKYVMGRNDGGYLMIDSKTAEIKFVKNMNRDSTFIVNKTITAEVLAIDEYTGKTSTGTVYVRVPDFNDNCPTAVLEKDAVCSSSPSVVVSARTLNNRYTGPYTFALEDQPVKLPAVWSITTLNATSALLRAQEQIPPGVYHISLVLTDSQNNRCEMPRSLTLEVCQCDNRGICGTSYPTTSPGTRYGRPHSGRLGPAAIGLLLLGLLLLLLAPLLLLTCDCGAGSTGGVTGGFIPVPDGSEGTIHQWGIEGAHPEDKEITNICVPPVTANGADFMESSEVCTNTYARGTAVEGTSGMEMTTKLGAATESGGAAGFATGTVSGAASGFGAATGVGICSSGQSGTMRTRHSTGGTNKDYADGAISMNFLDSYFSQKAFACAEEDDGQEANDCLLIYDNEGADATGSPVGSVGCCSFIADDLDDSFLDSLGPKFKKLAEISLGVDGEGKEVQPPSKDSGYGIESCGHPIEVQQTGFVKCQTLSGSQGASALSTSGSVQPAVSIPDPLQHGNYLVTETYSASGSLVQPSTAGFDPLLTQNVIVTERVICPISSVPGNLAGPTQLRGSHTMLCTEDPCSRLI
# PKA-R1A act = activators of PKA-R1A complex; activation, % at 11.4 µM; PKA-R1A dissociation, Cy5-IP20 fluorescence polarization; scaled: DMSO 0%, 113 µM cGMP 100%; P00514+P68181; AID 504707; actives 0.083% (n = 340,000);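 active = percent activation above the mean of all tested compounds plus 3 SD, cut at about 19% in these data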;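 note: higher means more PKAc released from R1A so a rise in polarization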
# PfHsp90 set2 = reduces growth (ATP signal) of yeast expressing P. falciparum Hsp90; S. cerevisiae expressing PfHsp90, BacTiter-Glo ATP, 48 h; yeast lacking PDR1 and PDR3 efflux regulators; AID 504621; inhibition, % at 9.4 µM; actives 0.32% (n = 310,000);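 active = every replicate shows inhibition above about 80%, whatever the replicate mean, limit read from the data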;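 note: 0% = DMSO neutral controls and 100% = 20 µM radicicol positive controls; yeast relying on Plasmodium falciparum Hsp90 in place of its own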
# E coli growth = counter-screen for AddAB inhibitors: E. coli growth inhibition | E. coli V3065 growth, OD600 absorbance, 18 h | inhibition, % at 11.9 µM | actives 0.27% (n = 330,000) | AID 449728;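 active = inhibition above the campaign's mean inhibition across all tested compounds plus 3 SD, cut at about 9.9% in these data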;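 note: uninfected addAB+ strain grown without phage in ampicillin broth; 0% = DMSO wells and 100% = ciprofloxacin 0.95 µg/ml wells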
# Mot1-301 SUMO = blocks SUMOylation pathway, rescuing yeast Mot1-301 growth; S. cerevisiae Mot1-301 growth rescue, ATP luminescence, 38.5C; percent above DMSO median, 100 means doubled; growth rescue, % at 18.8 µM; actives 1% (n = 320,000); AID 2716;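 active = every valid replicate shows activation above 250% relative to neutral control wells; inactive = the rest, any valid replicate at or below 250%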;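 note: OY570 slx delta 5 strain wells were the positive control but not used for scaling; some compounds called inactive have numbers as strong as hits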
# The depositor's hits bear a star; i = inactive; . = no result given; + = active, no number.
SMILES,phage Ecoli inh,MOR-DOR ag,Arrestin-AP2 inh,Tat export inh,AddAB inh,MOR-DOR inv ag,Pemphigus Ab inh,PKA-R1A act,PfHsp90 set2,E coli growth,Mot1-301 SUMO
COc1cc(CNc2cccc(C(=O)O)c2)cc(Br)c1OCC(=O)NC(C)(C)C,1.6,0.6,2,-4,3.0,-3,85,4,-6,1.2,14
O=C1CC(Cc2ccccc2)C(=O)N1c1ccccn1 (stereo unspecified),1.3,0.8,22,6,1.5,-4,.,14,8,-1.1,-14
Cc1cc(NC(=O)CCC(=O)N(Cc2ccco2)C(C(=O)NC2CCCCC2)c2ccccc2)no1 (stereo unspecified),1.0,0.8,-3,-5,-2.5,-4,106,-7,-6,0.3,-15
O=C(Nc1ccccc1Cl)c1ccc(S(=O)(=O)N2CCOCC2)cc1,2.1,-1.3,14,-9,-0.2,7,97,5,8,1.5,284
Cc1cccc(NC(=O)c2c(O)c3ccccc3[nH]c2=O)c1,0.3,-4.4,-2,-2,0.2,20,101,-12,2,0.7,-9
COC(=O)C(C(=O)OC)C(C(=O)OC)C(C(=O)OC)C(=O)OC,3.4,-0.2,4,2,1.9,1,102,2,12,0.5,11
Cc1cc(N2CCN(C)CC2)nc2ccc(NC(=S)N3CCC4(CC3)OCCO4)cc12,-1.2,-3.3,33,16,1.7,17,97,-9,-6,-0.3,+
CSc1cccc(NC(=S)N(CCC(C)C)C2CCN(C(C)C)CC2)c1,-1.4,-1.3,8,-12,1.2,6,121,-11,.,-0.9,-32
C[C@@H]1CN([C@H](C)CO)C(=O)c2cc(NC(=O)Nc3ccc(F)cc3)ccc2O[C@H]1CN(C)C(=O)Nc1ccc(C(F)(F)F)cc1,.,-2.1,3,1,-0.2,10,97,-4,-9,-2.9,4
CC(=O)Nc1cccc(-c2csc(NCc3ccccc3)n2)c1,-1.4,-4.6,39,4,3.7,21,103,-5,-2,0.5,7
Cc1ccc(-c2cc(-c3nnc(SCC(=O)NCC(C)C)n3N)c3ccccc3n2)cc1,0.2,-0.4,5,-1,0.6,2,96,-3,.,-3.1,11
O=C(CCC(=O)OCC(=O)c1ccc(-c2ccccc2)cc1)Nc1cccc(Cl)c1,5.8,-4.6,4,-1,2.2,23,96,-22,13,2.0,15

# An excerpt from above in order of the Arrestin-AP2 inh value, low to high:
Molecule | Arrestin-AP2 inh
Cc1cccc(NC(=O)c2c(O)c3ccccc3[nH]c2=O)c1 | -2
COc1cc(CNc2cccc(C(=O)O)c2)cc(Br)c1OCC(=O)NC(C)(C)C | 2
O=C(CCC(=O)OCC(=O)c1ccc(-c2ccccc2)cc1)Nc1cccc(Cl)c1 | 4
CSc1cccc(NC(=S)N(CCC(C)C)C2CCN(C(C)C)CC2)c1 | 8
Cc1cc(N2CCN(C)CC2)nc2ccc(NC(=S)N3CCC4(CC3)OCCO4)cc12 | 33

# Further compounds
SMILES,phage Ecoli inh,MOR-DOR ag,Arrestin-AP2 inh,Tat export inh,AddAB inh,MOR-DOR inv ag,Pemphigus Ab inh,PKA-R1A act,PfHsp90 set2,E coli growth,Mot1-301 SUMO
O=c1c(Cc2ccc(Cl)cc2Cl)c(O)ccn1Cc1ccc(Cl)cc1,3.4,1.3,-14,-5,2.7,-7,111,7,.,0.9,1
CC(=O)N1CCC(=NNS(=O)(=O)c2cccc([N+](=O)[O-])c2)CC1,1.2,-0.7,2,8,.,4,.,-2,15,.,.
COc1ccc(/C=C/C(=O)NC(=S)Nc2ccc(S(=O)(=O)Nc3ccc(OC)nn3)cc2)cc1,1.3,-4.2,1,10,-1.4,22,102,2,.,0.8,-10
Clc1ccc2ccc3cccnc3c2n1,2.6,-3.0,11,2,.,15,96,8,43,.,1
O=C(Nc1ccccc1)C1=C[C@@H](c2ccc(C(F)(F)F)cc2)C[C@@H](OCc2ccc(CO)cc2)O1,-1.4,8.1,2,-6,-0.5,-45,101,-3,-10,-0.9,-11
COc1ccc([N+](=O)[O-])cc1NS(=O)(=O)c1cccc(C(=O)OC2CCOC2=O)c1 (stereo unspecified),0.8,-3.5,3,-4,1.0,14,115,0,-16,1.6,-5
COc1ccc([C@H]2/C=C\CN(C(=O)c3ccccc3)[C@@H](C)C(=O)N2Cc2ccc(F)cc2)cc1,-0.3,-3.5,-3,6,4.0,19,104,-3,.,0.3,-14
CCn1cc(Br)c(C(=O)Nc2ccc(Cl)c(Cl)c2)n1,2.5,-1.1,-10,-6,6.1,7,.,3,-57,-0.5,.
O=C(CCS(=O)(=O)c1ccccc1)Nc1ccc(N2CCN(Cc3ccccc3)CC2)cc1,1.5,-1.3,0,8,-1.3,6,96,-3,.,0.5,-5
Cc1ccc2c(c1)N(C(=O)CCC(=O)NCCCN1CCOCC1)CCO2,2.5,-1.6,2,-12,0.3,9,104,1,-30,0.3,-2
CC(=O)Nc1cccc(N2CCCC2=O)c1,1.1,-0.5,10,-6,-1.1,3,95,-6,0,-2.2,-27
CC(C)(C)c1cc(NC(=O)c2cccnc2)no1,1.9,-0.9,3,-11,1.6,5,97,-12,-7,-1.2,-21
O=C(CSCc1c(Cl)cccc1Cl)Nc1ccc2c(c1)OCO2,5.7,-1.6,-4,-5,-0.3,9,104,-8,-34,-2.6,0
CCCCCCNC(=O)N1C/C=C\C(c2ccc(OC)cc2)N(Cc2ccc(F)cc2)C(=O)C1 (stereo unspecified),2.5,2.5,13,11,3.0,-14,99,4,.,-0.7,-6
CCOc1ccc(S(=O)(=O)N2CCN(c3ccccc3)CC2)c2cccnc12,-0.2,-1.2,3,1,1.0,7,86,1,4,-1.9,7
CCOC(=O)c1ccc(NC(=O)Nc2cc(C)on2)cc1,1.3,1.1,21,5,-0.3,-6,101,-10,.,1.3,10
COc1cc(/C=C2\SC(=N)N(c3ccc4c(c3)OCO4)C2=O)cc(OC)c1O,0.7,6.4,5,3,0.5,-44,77,6,14,-1.8,6
CC1(C)CC2(CCO1)OC(=O)CC2C(=O)Nc1ccc(Cl)cc1[N+](=O)[O-] (stereo unspecified),2.6,-0.7,-7,-2,1.1,3,114,5,-13,-1.0,7
Cc1ccc(C(C)C)c(OCC(=O)N/N=C/c2cccn2C)c1,3.9,5.4,35,4,0.2,-27,.,-10,8,1.2,2
NC(=S)NN=C1c2ccccc2-c2ccccc21,2.7,0.0,-11,-1,-1.6,0,90,7,-18,-0.1,-16
CNC(=O)/C(C#N)=C\c1cc(C)n(-c2ccc(N3CCOCC3)cc2)c1C,4.9,-1.1,-14,7,3.0,6,98,17,27,2.1,-1
CCOc1ccc(NC(=O)COC(=O)Cn2cnnn2)cc1OCC,.,-1.0,9,-1,0.9,6,.,-2,11,-0.2,11
Cc1ccc2cc(CCl)c(Cl)nc2c1,0.8,-2.0,8,-1,-1.0,10,101,-3,-4,-1.9,-11
COC(=O)C(NC(=O)CCc1c(C)nc2c(c(C)nn2-c2ccccc2)c1C)C(C)C (stereo unspecified),1.2,-1.4,6,-3,.,8,98,4,4,.,-30

# Reprinted from the part before: 4 entries; new compounds follow.
SMILES,phage Ecoli inh,MOR-DOR ag,Arrestin-AP2 inh,Tat export inh,AddAB inh,MOR-DOR inv ag,Pemphigus Ab inh,PKA-R1A act,PfHsp90 set2,E coli growth,Mot1-301 SUMO
CNC(=O)/C(C#N)=C\c1cc(C)n(-c2ccc(N3CCOCC3)cc2)c1C,4.9,-1.1,-14,7,3.0,6,98,17,27,2.1,-1
CCOc1ccc(NC(=O)COC(=O)Cn2cnnn2)cc1OCC,.,-1.0,9,-1,0.9,6,.,-2,11,-0.2,11
Cc1ccc2cc(CCl)c(Cl)nc2c1,0.8,-2.0,8,-1,-1.0,10,101,-3,-4,-1.9,-11
COC(=O)C(NC(=O)CCc1c(C)nc2c(c(C)nn2-c2ccccc2)c1C)C(C)C (stereo unspecified),1.2,-1.4,6,-3,.,8,98,4,4,.,-30
CCOC(=O)c1cccc(NC(=O)C2CCN(S(=O)(=O)c3cnc[nH]3)CC2)c1,2.9,-0.9,22,-3,-0.2,5,97,-17,-2,-1.6,-8
COc1ccc(NC(=O)CN2C(=O)NC3(CCCCC3C)C2=O)cc1OC (stereo unspecified),0.6,-4.5,-4,-4,1.6,17,.,-5,-30,0.9,-19
CC1(C)NC(=O)N(CC(O)COc2ccccc2C(=O)N2CCCCC2)C1=O (stereo unspecified),1.2,-3.2,-5,-5,2.7,13,107,1,-8,-1.3,i
CN1C(C(=O)NCc2cccs2)=CC(c2ccc(F)cc2)=NS1(=O)=O,1.1,-0.4,-3,2,1.0,2,104,3,-13,-1.3,2
O=C(Nc1ccc(NC(=O)c2ccccc2O)cc1)Nc1ccc(F)cc1F,0.8,-0.1,-1,0,5.2,0,.,-6,2,0.1,3
Cc1cc(C)c(C(=O)COC(=O)c2cc([N+](=O)[O-])ccc2N2CCOCC2)cc1C,5.8,-3.4,-30,-3,-1.0,18,102,-6,-42,-2.0,21
CC(=O)Oc1ccc(-c2csc(Nc3cccnc3)n2)cc1,2.3,1.3,25,2,1.6,-8,96,8,.,0.0,-1
CCOC(=O)N1CCC(NC(=O)CC(NS(=O)(=O)c2ccc(C)cc2)c2ccco2)CC1 (stereo unspecified),-0.3,-0.8,-6,-10,5.6,5,107,1,-31,0.7,-7
O=C(O)c1cccc(N2C(=O)C3C4C=CC(C4=C(c4ccccc4)c4ccccc4)C3C2=O)c1 (stereo unspecified),1.1,.,17,1,2.7,.,100,.,8,1.2,599*
COc1ccc(-c2[nH]ncc2C=O)cc1,2.1,2.5,-3,-7,0.8,-17,98,15,16,0.9,20

# Bioassay records (PubChem BioAssay)

# Not a hit list; about 2.8% have a hit in one of these screens.
